VP16 counter = inhibits Gal4-VP16 luciferase reporter, ROR gamma counter-screen. Potency, µM (titrated, usually from 53.6 µM), for the others: at the highest dose activity, negative = inhibition, most hits filed as inhibitors. 3.5% of 310,000 active. Drosophila S2 Gal4-VP16 UAS-luciferase, luminescence, 20 h;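 note: Gal4-VP16 expression switched on by copper sulfate through the metallothionein promoter; nearly all actives have a fitted effect of over 50% in size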
RORg inh = blocks mouse ROR gamma transcriptional activity; Drosophila S2 Gal4-RORgamma UAS-luciferase reporter, 20 h; Potency, µM (doses to about 53.6 µM), for the others: top-dose activity change, negative = inhibition, most hits filed as inhibitors; 5.4% of 310,000 active; note: nearly all actives have a fitted effect of over 60% in size
Target sequence (P51450 whole entry, looked up, the tested form may be a part): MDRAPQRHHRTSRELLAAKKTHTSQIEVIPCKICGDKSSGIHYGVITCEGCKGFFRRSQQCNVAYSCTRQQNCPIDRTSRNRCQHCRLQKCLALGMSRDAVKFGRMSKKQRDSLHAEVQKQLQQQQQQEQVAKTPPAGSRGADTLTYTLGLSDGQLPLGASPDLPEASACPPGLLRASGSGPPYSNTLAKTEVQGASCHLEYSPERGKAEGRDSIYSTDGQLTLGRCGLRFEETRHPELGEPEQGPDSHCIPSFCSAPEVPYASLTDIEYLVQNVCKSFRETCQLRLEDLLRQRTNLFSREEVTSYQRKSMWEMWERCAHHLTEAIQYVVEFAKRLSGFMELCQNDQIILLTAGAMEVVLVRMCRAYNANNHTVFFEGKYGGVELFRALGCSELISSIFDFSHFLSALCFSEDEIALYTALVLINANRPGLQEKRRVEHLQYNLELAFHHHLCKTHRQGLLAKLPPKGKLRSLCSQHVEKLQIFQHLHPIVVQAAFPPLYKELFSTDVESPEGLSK
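Stably transfected Drosophila Schneider cells are the test system, with ROR gamma fused to Gal4 and luciferase under UAS control; luminescence is read after 20 hr of 700 uM copper sulfate induction at ambient temperature.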
Active calls of the source: *; ? = inconclusive; & = joins results of further samples; [ ] = remark or other dose. Calls come from the whole dose curve; as a rule, active = well fitted curve in the direction sought with a large enough effect; inconclusive = small, poorly fitted or top-dose-only effect, or another doubt; inactive = no such curve, though single readings can be large; an effect the other way counts as inactive or inconclusive. % is set by controls: 0 for no effect and ±100 for the full control effect; potency is the fitted concentration of half-maximal effect. The list is partial. The share of hits here may be higher or lower than overall.

SMILES	VP16 counter	RORg inh
CC(=O)[O][Hg][c]1ccccc1	1%&-71%	1.1µM*
C[C@@]12C=CC(=O)C=C1CCC1C2CC[C@]2(C)C(=O)CCC12 (stereo partly drawn)	5%	-1%
Oc1cc[c]([Hg][Cl])cc1	2.8µM*	2.5µM*
CC(C)CCON=O	3%	-12%
Cc1cc(I)ccc1Nc1c(C(=O)NOCC2CC2)cc(F)c(F)c1F	?	?
CCCCCOc1c(OC)ccc2cc(C(=O)NCc3ccc4c(c3)OCO4)c(=O)[nH]c12	-12%	10%
CC(=O)C1CCC2C3CCC4CC(C)(O)CCC4(C)C3CCC12C (stereo not drawn)	-5%	-33%
CCCCCCCCCCCCN=C(N)N	?	15%
O=C1Nc2ccccc2C2(CCN(CCc3ccc(C(F)(F)F)cc3)CC2)O1	-4%&-2%	6%&21%
Cc1nc(N)sc1CCN	-2%	-4%
CCCCCCC(=O)CCCCCC/C=C/C[C@@H](O)[C@H](O)[C@@](N)(CO)C(=O)O	-4%&5%	-6%&10%
COc1c(C(C)(C)C)cc([N+](=O)[O-])c(C)c1[N+](=O)[O-]	9%	7%
CC(=O)OC1CC2C(C)(C)C(=O)C=C[C@]2(C)C2CC[C@]3(C)C(=CC(=O)OC3c3ccoc3)[C@]12C (stereo partly drawn)	-4%	-38%
CN(C)CCc1ccc(O)cc1	-7%&-8%	2%&-7%
CN1Cc2c(ccc3c2OCO3)C2C(O)Cc3cc4c(cc3C21)OCO4 (stereo not drawn)	-14%&7%	5%&-24%
COc1ccc(CC2NC[C@H](O)[C@H]2OC(C)=O)cc1 (stereo partly drawn)	0.79µM*	0.63µM*
ClCCCCl	5%	-2%
CCCC(C)C1(CC)C(=O)NC(=O)NC1=O (stereo not drawn)	8%	-5%
ClC1=C(Cl)C2(Cl)C3C4CC(C5OC45)C3C1(Cl)C2(Cl)Cl (stereo not drawn)	-5%&-13%	2%&1%
C=C(C)[C@]12C[C@@H](C)[C@@]34O[C@](Cc5ccccc5)(O[C@@H]1[C@@H]3C=C(COC(=O)Cc1ccc(O)c(OC)c1)C[C@]1(O)C(=O)C(C)=C[C@@H]41)O2	?	4%
CN(C)C(=S)SC(=S)N(C)C	?	6.3µM*
c1cc2c(cc1[C@H]1OC[C@@H]3[C@H]1CO[C@H]3c1ccc3c(c1)OCO3)OCO2	-22%	40%
CN1CCCC2(CCN(C(=O)c3csnn3)CC2)C1	-1%	-4%
CCN1C[C@]2(C)CC[C@H](OC)[C@@]34[C@H]1C1(OCO[C@@]15C[C@H](OC)C1C[C@]3(O)C5[C@H]1OC)[C@@H](O)[C@H]24	-5%	7%
CC(=O)O[C@H]1CC[C@@]2(C)C(=CC[C@@H]3[C@H]2CC[C@]2(C)C(=O)CC[C@H]32)C1	-10%[17 µM]	2%[16.9 µM]
C[C@H](CCC(=O)O)C[C@H](C)C[C@H](C)C(=O)/C=C(\O)[C@H](C)C[C@H](C)C/C=C/[C@@H](C)[C@@H](O)[C@@H](C)[C@@H](O)C[C@@H]1CC[C@@](C)(C2CC[C@@](C)([C@@H](C)O)O2)O1 (stereo partly drawn)	6.3µM*	?
CC(C)CN1CCC2(CC1)CCN(C(=O)Oc1ccccc1)CC2	-13%	-5%
CCCCC/C=C\C/C=C\C/C=C\CCCCCCC(=O)NCCO	2%&-9%	-23%&8%
CN(CCc1ccc(Cl)c(Cl)c1)[C@H]1CCCC[C@H]1N1CCCC1	5%	-26%
C=C(C)[C@H]1CN[C@H](C(=O)O)[C@@H]1CC(=O)O	3%	2%
C=CC#N	10%	4%
CC(CO)NC(=O)C1C=C2c3cccc4[nH]cc(c34)CC2N(C)C1 (stereo not drawn)	15%	2%[10 µM]
C#C[C@]1(O)CC[C@H]2[C@@H]3CCC4=CC(=O)CCC4(C)[C@H]3CCC21C (stereo partly drawn)	4%	-16%
CC[C@H](C)[C@H](NC(=O)CN)C(=O)N[C@@H](CC(C)C)C(=O)NCC(=O)N[C@@H](Cc1ccccc1)C(=O)N[C@H](C(=O)N[C@@H](Cc1ccccc1)C(=O)N[C@H](C(=O)N[C@@H](CC(C)C)C(=O)O)[C@@H](C)O)C(C)C	-3%	21%
C[C@]1(C(=O)O)CCC[C@]2(C)c3cc(O)ccc3CC[C@@H]12	3%	-30%
N[C@H](Cc1o[nH]c(=O)c1Cl)C(=O)O	-11%	2%
CN1CCc2nc(CO)c(CO)cc2C1	-7%[10 µM]	10%[10 µM]
S=C=S	-2%	-12%
CC(C)(c1ccccc1)c1ccc(O)cc1	7%	3%
c1ccc2cc3c(cc2c1)-c1cccc2cccc-3c12	3%	-17%
CCOP(=S)(OCC)O/N=C(\C#N)c1ccccc1Cl	-2%	-14%
CC(C)=CC1C(C(=O)OCN2C(=O)C3=C(CCCC3)C2=O)C1(C)C (stereo not drawn)	-2%	29%
O=C(Cl)c1ccccc1F	4%	-11%
CCCCCc1cc(O)cc(O)c1	5%	36%
CCN(CC)C(=O)C(C)Oc1cccc2ccccc12 (stereo not drawn)	6%	-6%
Cn1c(CCCC(=O)O)nc2cc(N(CCCl)CCCl)ccc21	0%	2%
O=C(O)C1=CCCN(CCOC(c2ccc(C(F)(F)F)cc2)c2ccc(C(F)(F)F)cc2)C1	-16%	34%
CCC1/C=C/C=CCC(C)C(O)[C@@](C)(O)C(=O)C(C)C(O)C(C)C(=O)C(C)C(O)C(C)C=CC(=O)O[C@H]2C(C)C(CC1)O[C@]1(CCC(C)C(CC(C)O)O1)C2C (stereo partly drawn)	50µM*	0.0006µM*

The closing six records of the part above are carried over, then new ones follow.
SMILES	VP16 counter	RORg inh
O=C(Cl)c1ccccc1F	4%	-11%
CCCCCc1cc(O)cc(O)c1	5%	36%
CCN(CC)C(=O)C(C)Oc1cccc2ccccc12 (stereo not drawn)	6%	-6%
Cn1c(CCCC(=O)O)nc2cc(N(CCCl)CCCl)ccc21	0%	2%
O=C(O)C1=CCCN(CCOC(c2ccc(C(F)(F)F)cc2)c2ccc(C(F)(F)F)cc2)C1	-16%	34%
CCC1/C=C/C=CCC(C)C(O)[C@@](C)(O)C(=O)C(C)C(O)C(C)C(=O)C(C)C(O)C(C)C=CC(=O)O[C@H]2C(C)C(CC1)O[C@]1(CCC(C)C(CC(C)O)O1)C2C (stereo partly drawn)	50µM*	0.0006µM*
COC(=O)N1CCN(C(=O)Cc2ccc(Cl)c(Cl)c2)[C@H](CN2CCCC2)C1	0%	-1%
COC(=O)C1(O)CC2OC1(C)n1c3ccccc3c3c4c(c5c6ccccc6n2c5c31)C(=O)NC4 (stereo not drawn)	?	-20%[10 µM]
NC(=NCc1ccc(Cl)cc1)SCCCc1cnc[nH]1	2%	7%
CO[C@H]1[C@@H](O)CC(OC2[C@@H](O)CC(OC3[C@@H](O)C[C@H](OC4CC[C@@]5(C)C(CCC6C5CC(O)[C@]5(C)[C@H](C7=CC(=O)OC7)CCC65O)C4)O[C@@H]3C)O[C@@H]2C)O[C@@H]1C (stereo partly drawn)	-2%	2.5µM*
CN1C2CCC1CC(C(=O)OC(CO)c1ccccc1)C2 (stereo not drawn)	1%	1%
CN1Cc2ccccc2[C@@H]2c3cccc4[nH]cc(c34)C[C@H]21	-10%	?
CCCCCCCCc1[se]c2ccccc2c1I	0%	-25%
Nc1ncnc2c1ncn2[C@@H]1O[C@@H]2CO[P@](=O)(S)O[C@H]2[C@H]1O	-22%	-11%
CCCCCCCCCCCCCC(=O)OC1C(C)[C@@]2(O)C(C=C(CO)C[C@]3(O)C(=O)C(C)=C[C@H]23)[C@@H]2C(C)(C)[C@]12OC(C)=O (stereo partly drawn)	-6%	-15%
Nc1ncnc2c1nc(Sc1ccc(Cl)cc1)n2[C@@H]1O[C@@H]2COP(O)(=S)O[C@H]2[C@H]1O (stereo partly drawn)	-9%	11%
C=CCN=C=S	8%	-9%
COC(=O)C1=CO[C@@H](C)[C@@H]2CN3CCc4c([nH]c5cc(OC)ccc45)[C@@H]3C[C@H]12	3%	-17%
CCC1(c2ccccc2)C(=O)NC(=O)N(C)C1=O (stereo not drawn)	1%	21%
C[N+]1(C)C2CC[C@H]1CC(OC(=O)[C@@H](CO)c1ccccc1)C2 (stereo partly drawn)	-6%	4%[10 µM]
CN1CCC(O)(c2ccc(F)cc2)C(C(=O)c2ccc(F)cc2)C1 (stereo not drawn)	3%	-23%
C[C@@H](Cc1cccc(C(F)(F)F)c1)NCCCc1ccccc1	-11%	22µM*
CC1CCCC(=O)CCC/C=C/c2cc(O)cc(O)c2C(=O)O1 (stereo not drawn)	1%	0%
CCCCCCCCCCCCCCCCOC[C@H](COP(=O)([O-])OCC[N+](C)(C)C)OC(C)=O	0%	-3%
O=C(O)[C@@H]1Cc2[nH]cnc2C(c2cccnc2)N1 (stereo partly drawn)	1%	-25%
C=C(C)[C@H]1C2C(=O)O[C@H]1[C@H]1OC(=O)[C@@]34O[C@@H]3C[C@]2(O)[C@@]14C	2%	24%
Cc1cccc(N)c1C	10%	-8%
Cl/C=C\Cl	-1%	-1%
CCOP(=O)(OCC)O/C(=C/Cl)c1ccc(Cl)cc1Cl	-6%	-1%
CCCCC/C=C\C/C=C\C/C=C\C/C=C\CCCC(=O)NCCCC(=O)O	9%&-2%	-1%&4%
CC(=O)C1CCC2C3CCC4CC(O)CCC4(C)C3CC(O)C12C (stereo not drawn)	17%	-28%
CC(=O)OC1C(=O)[C@]2(C)C(O)CC3OC[C@]3(OC(C)=O)C2[C@@H](OC(=O)c2ccccc2)[C@]2(O)CC(O)C(C)=C1C2(C)C (stereo partly drawn)	-12%	-22%
CCN1C[C@@]2(COC)C3[C@@H](OC)C4[C@@H]1[C@@]3(C1C[C@@]3(O)[C@H](OC(=O)c5ccccc5)C1[C@]4(OC(C)=O)[C@@H](O)[C@@H]3OC)[C@@H](OC)C[C@H]2O (stereo partly drawn)	-1%	0%
Cc1coc2c1CCC(C)C2 (stereo not drawn)	0%	-14%
COCC(=O)N(c1c(C)cccc1C)C(C)C(=O)OC (stereo not drawn)	2%	0%
CC(Cl)Cl	5%	5%
CCN1C[C@]2(COC)[C@H](O)C[C@H](OC)[C@]34C1C([C@H](OC)[C@H]23)[C@]1(OC(C)=O)C2[C@@H](OC(=O)c3ccccc3)C(O)(C[C@H]24)[C@@H](OC)[C@@H]1O	0%	-1%[10 µM]
COc1ccc(-c2oc3cc(OC)ccc3c(=O)c2O)cc1	7.9µM*	5µM*
C=CC(=O)OCC(CO)(COC(=O)C=C)COC(=O)C=C	5.6µM*	4.5µM*
CC(=O)CC(c1ccccc1)c1c(O)c2cc(O)ccc2oc1=O (stereo not drawn)	-9%	-2%
Nn1cnnc1	5%	-6%
O=C(O)[C@@H]1C[C@H]2C[C@@H](CP(=O)(O)O)CC[C@H]2CN1	-14%&4%	30%&13%

Entries of single compounds from above. Order of values: VP16 counter	RORg inh
CC(Cl)Cl is listed with 5%	5%
O=C(O)[C@@H]1C[C@H]2C[C@@H](CP(=O)(O)O)CC[C@H]2CN1 is listed with -14%&4%	30%&13%
CCN1C[C@@]2(COC)C3[C@@H](OC)C4[C@@H]1[C@@]3(C1C[C@@]3(O)[C@H](OC(=O)c5ccccc5)C1[C@]4(OC(C)=O)[C@@H](O)[C@@H]3OC)[C@@H](OC)C[C@H]2O (stereo partly drawn) is listed with -1%	0%

Continued:
SMILES	VP16 counter	RORg inh
CC/C=C\C/C=C\C/C=C\C/C=C\C/C=C\CCCC(=O)NCC(=O)O	-3%	2%
CC[C@@]1(c2ccc(N)cc2)CCC(=O)NC1=O	3%[17 µM]	2%[16.9 µM]
c1csc(CN2CCCC3(CCNCC3)C2)n1	6%	-23%
CC(=O)O[C@H]1CC[C@H]2[C@@H]3CCC4=CC(=O)CCC4=C3C=C[C@]12C	4%	-16%
Nc1ccc([N+](=O)[O-])cc1N	-5%	7%
C=C1[C@@H]2C[C@]3(C(CC2=O)[C@]24C5C[C@H]3[C@H]2N(CC)C[C@]5(C)CC[C@@H]4O)[C@@H]1O (stereo partly drawn)	-5%	-23%
CC(C)[C@@]1(NC(=O)[C@@H]2C[C@H]3c4cccc5[nH]cc(c45)C[C@@H]3N(C)C2)O[C@]2(O)[C@H]3CCCN3C(=O)[C@H](Cc3ccccc3)N2C1=O	-1%[17 µM]	22%[16.9 µM]
Clc1ccc(C2(Cn3cncn3)OCCO2)c(Cl)c1	-9%	17%
CCc1cc2c(nc1CC)CCN(CC/C(C)=N/OC)C2	-1%[10 µM]	1%[10 µM]
Nc1ccccc1-c1ccccc1	5%	32%
O=C(Cc1ccc(Cl)c(Cl)c1)N1CCCC[C@H]1CN1CCCC1	-3%	-18%
O[C@H]1CCCC[C@H]1N1CCC(c2ccccc2)CC1	4%	-22%

Reprinted from the results shown (3 entries):
SMILES	VP16 counter	RORg inh
Nc1ccccc1-c1ccccc1	5%	32%
O=C(Cc1ccc(Cl)c(Cl)c1)N1CCCC[C@H]1CN1CCCC1	-3%	-18%
O[C@H]1CCCC[C@H]1N1CCC(c2ccccc2)CC1	4%	-22%

(further entries)
SMILES	VP16 counter	RORg inh
CCOP(=S)(OCC)SCn1c(=O)oc2cc(Cl)ccc21	-20%	38%
C/C=C1/CN2CC[C@]34C(=C(C=O)[C@@H]1C[C@H]23)Nc1c(O)cccc14	3%	30%
c1cc2ccc3cccc4ccc(c1)c2c34	-1%	-3%
CCCC1CCCCN1 (stereo not drawn)	-6%	23%
CNCC/C=C\c1cccnc1	2%	5%
CC12CCC3C4CCC(=O)C(O)=C4CCC3C1CCC2OC(=O)CCC1CCCC1 (stereo not drawn)	1%	2%
N#CC1(N2CCCCC2)CCCCC1	-9%	19%
CN(C)C(=O)Nc1cccc(C(F)(F)F)c1	3%	10%

Bioassay records: PubChem BioAssay, National Center for Advancing Translational Sciences (NCATS)
